KOR beta-arrestin-1 – KOR antagonists, beta-arrestin recruitment, cell-based, luminescence, uHTS (AID 1778); KOR beta-arrestin recruitment, luminescence, antagonist mode; higher % means a stronger effect; inhibition, % at 10 µM, or IC50 in µM where a hit was titrated; hit rate 0.091% among 290,000; in the data active = inhibition above about 50%; also: strong numbers were not always called active
HIV fusion peptide – inhibitors of HIV fusion peptide binding, primary screen, biochemical, uHTS, fluorescence dequenching (AID 1986). cell-free peptide binding, fluorescence dequenching, 30 min; higher % means a stronger effect. one-dose inhibition, % at 20 µM; IC50 in µM for titrated hits. hit rate 0.3% among 290,000; in the data active = inhibition mostly above about 52%, no sharp cut-off; inactive = mostly below about 76%; also: some results filed as inactive read as strong as hits
GPR55 beta-arrestin – GPR55 agonists via beta-arrestin recruitment, primary screen, imaging, U2OS cells, beta-arrestin-GFP redistribution (AID 1961); U2OS GPR55 beta-arrestin-GFP redistribution imaging; higher % means a stronger effect; one-dose activation, % at 10 µM; EC50 in µM for titrated hits; hit rate 0.048% among 290,000;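 active = activation above 40% with more than 50 cells counted in the well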;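 also: U2OS osteosarcoma cells stably expressing GPR55 and beta-arrestin-GFP; plate controls were DMSO negative control for no effect and LPI positive control for full effect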
GPR55 antagonists – GPR55 antagonists blocking LPI-driven arrestin recruitment, primary screen, imaging, U2OS, beta-arrestin-GFP, LPI agonist (AID 2013) | U2OS GPR55 beta-arrestin-GFP translocation imaging, LPI antagonism; higher % means a stronger effect | inhibition, % at 10 µM; hits with a dose series show IC50 in µM | hit rate 0.13% among 290,000;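 active = spots per cell inhibited over 60%, with over 100 cells counted and total cytoplasm intensity under 500,000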;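 also: U2OS cells stably carrying GPR55 and arrestin-GFP stimulated by 5 µM LPI near EC80; imaged beta-arrestin-GFP aggregate spots per cell after agonist stimulation; plate controls were LPI-stimulated DMSO wells for no effect and DMSO wells without LPI for full effect; some results filed as inactive read as strong as hits; confirmed hits need IC50 under 10 µM and bright autofluorescent wells are also inconclusive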
SIAH1 antagonists – blockers of Siah-1 interaction with plectin peptide – biochemical, fluorescence polarization, rhodamine-plectin, uHTS, primary screen (AID 1817); Siah-1 / rhodamine-plectin peptide fluorescence polarization; higher % means a stronger effect; displacement, % at 20 µM; hits with a dose series show IC50 in µM; hit rate 0.02% among 290,000;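 active = displacement of at least 50% at 20 µM, with a fluorescence ratio check between 0.3 and a set limit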;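 also: plate controls were Siah plus tracer with DMSO for no effect and tracer alone without Siah for full effect; strong numbers were not always called active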
KOR beta-arrestin-2 – KOR agonists, beta-arrestin recruitment, primary screen, cell-based, luminescence, uHTS (AID 1777). KOR beta-arrestin recruitment, luminescence; higher % means a stronger effect. activation, % at 10 µM; hits with a dose series show EC50 in µM. hit rate 0.02% among 280,000; in the data active = activation above about 50%, passing the limit was not always enough; also: a part of the inactive calls stands beside numbers as strong as those of hits
AID2073 – disruptors of CaV2.2 binding to Mint1 – biochemical, HTRF (AID 2073) | HTRF protein-protein interaction, Mint1-CaV2.2; higher % means a stronger effect | inhibition, % at 20 µM; hits with a dose series show IC50 in µM | hit rate 0.19% among 290,000; in the data active = inhibition mostly above about 51%, no sharp cut-off; also: some results filed as inactive read as strong as hits
GPR35 arrestin U2OS – GPR35 antagonists blocking zaprinast-driven arrestin recruitment, primary screen, imaging, U2OS, beta-arrestin-GFP, zaprinast agonist (AID 2058). U2OS GPR35 beta-arrestin-GFP translocation imaging, zaprinast antagonism; higher % means a stronger effect. inhibition, % at 10 µM; hits with a dose series show IC50 in µM. hit rate 0.052% among 290,000;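 active = inhibition of at least 50% with at least 30 cells and total cytoplasm GFP at most 10,000,000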
NOD1 NF-kB reporter – inhibition of NOD1-driven NF-kB reporter – cell-based, luminescence, uHTS, primary screen (AID 1578) | one-dose inhibition, % at 4 µM; EC50 in µM for titrated hits | NOD1-driven NF-kB luciferase reporter cells, luminescence; higher % means a stronger effect | hit rate 1% among 290,000; in the data active = inhibition mostly above about 36%, no sharp cut-off; inactive = mostly below about 34%;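 also: HEK-293T reporter cells stimulated with the NOD1 agonist gamma-tri-DAP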
An asterisk follows results filed as active; [ ] = another dose, or the depositor's remark.

Screening O=C1OCc2cc(NC(=O)C3CCCCC3)ccc21 returned KOR beta-arrestin-1 17%, HIV fusion peptide 2.0%, GPR55 beta-arrestin -0.1%, GPR55 antagonists 18%, SIAH1 antagonists 2%, KOR beta-arrestin-2 -6.1%, AID2073 2%, GPR35 arrestin U2OS -8% and NOD1 NF-kB reporter -11%.
Screening CCN(CCNC(=O)Cn1cc2c(n1)CCCC2)c1ccccc1 returned KOR beta-arrestin-1 18%, HIV fusion peptide -2.3%, GPR55 beta-arrestin 0.3%, GPR55 antagonists 5%, SIAH1 antagonists 2%, KOR beta-arrestin-2 0.0%, AID2073 -8%, GPR35 arrestin U2OS -9% and NOD1 NF-kB reporter -17%.
For COC(=O)/C=C/CC(C)OS(N)(=O)=O (configuration not stated) the results were KOR beta-arrestin-1 -25%[20 µM], HIV fusion peptide -0.6%, GPR55 beta-arrestin 1.9%, GPR55 antagonists 5%, SIAH1 antagonists 11%, KOR beta-arrestin-2 -3.3%, AID2073 -2%, GPR35 arrestin U2OS 8% and NOD1 NF-kB reporter -10%.
For COc1ccc2c(c1)CCc1c(C(=O)Nc3cc(C)n(Cc4ccc(Cl)cc4)n3)noc1-2 the results were KOR beta-arrestin-1 -103%, HIV fusion peptide 1.2%, GPR55 beta-arrestin -0.1%, GPR55 antagonists 8%, SIAH1 antagonists -1%, KOR beta-arrestin-2 14%, AID2073 -2% and GPR35 arrestin U2OS 3%.
Cc1cc[n+](CC(=O)c2ccc(NC(=O)c3ccccc3)cc2)c2ccccc12 was read as KOR beta-arrestin-1 -17%, HIV fusion peptide -1.2%, GPR55 beta-arrestin 0.2%, GPR55 antagonists 11%, SIAH1 antagonists -8%, KOR beta-arrestin-2 1.3%, AID2073 14%, GPR35 arrestin U2OS -6% and NOD1 NF-kB reporter -26%.
For CCN(CC)C(=O)CSc1nnc(-c2cccc(OC)c2)o1 the results were KOR beta-arrestin-1 -67%, HIV fusion peptide 0.9%, GPR55 beta-arrestin -0.1%, GPR55 antagonists -4%, SIAH1 antagonists -3%, KOR beta-arrestin-2 3.2%, AID2073 20%, GPR35 arrestin U2OS -5% and NOD1 NF-kB reporter -32%.
For Cc1ccc(-c2nnc(-c3cccnc3)o2)cc1 the results were KOR beta-arrestin-1 -23%, HIV fusion peptide -0.7%, GPR55 beta-arrestin 0.0%, GPR55 antagonists 9%, SIAH1 antagonists 0%, KOR beta-arrestin-2 -0.4%, AID2073 3%, GPR35 arrestin U2OS -9% and NOD1 NF-kB reporter -12%.
O=C(Nc1nc2ccccc2n1Cc1ccccc1)c1ccco1 was read as KOR beta-arrestin-1 8%, HIV fusion peptide -0.6%, GPR55 beta-arrestin -0.1%, GPR55 antagonists -10%, SIAH1 antagonists 0%, KOR beta-arrestin-2 13%, AID2073 3%, GPR35 arrestin U2OS 5% and NOD1 NF-kB reporter 31%.
For COC(=O)c1c(C(=O)OC)c(-c2ccc(C)cc2)n2c1CCC2 the results were KOR beta-arrestin-1 -8%, HIV fusion peptide -1.3%, GPR55 beta-arrestin 0.3%, GPR55 antagonists 2%, SIAH1 antagonists -6%, KOR beta-arrestin-2 -2.1%, AID2073 -5%, GPR35 arrestin U2OS 18% and NOD1 NF-kB reporter 19%.
Screening Cc1ccc(C)c(S(=O)(=O)NCc2ccc(C(=O)NCc3ccccn3)cc2)c1 returned KOR beta-arrestin-1 -11%, HIV fusion peptide -2.2%, GPR55 beta-arrestin -0.2%, GPR55 antagonists 4%, SIAH1 antagonists -2%, KOR beta-arrestin-2 1.2%, AID2073 -7%, GPR35 arrestin U2OS 9% and NOD1 NF-kB reporter -11%.
Screening Cc1ccc(CNC(=O)C2CCCN(Cc3cnn(-c4ccccc4)c3-n3cccc3)C2)cc1 (configuration not stated) returned KOR beta-arrestin-1 -10%, HIV fusion peptide 8.6%, GPR55 beta-arrestin -0.2%, GPR55 antagonists -11%, SIAH1 antagonists -3%, KOR beta-arrestin-2 -3.2%, AID2073 -15%, GPR35 arrestin U2OS -12% and NOD1 NF-kB reporter -6%.
For CCCCn1c(SCC(=O)N2CCOCC2)nnc1-c1cccs1 the results were KOR beta-arrestin-1 20%, HIV fusion peptide -2.5%, GPR55 beta-arrestin 0.0%, GPR55 antagonists 10%, SIAH1 antagonists 1%, KOR beta-arrestin-2 -14%, AID2073 -3%, GPR35 arrestin U2OS 7% and NOD1 NF-kB reporter 22%.
For O=C(Cn1ccc(C(F)(F)F)n1)Nc1cccc(S(=O)(=O)N2CCCCC2)c1 the results were KOR beta-arrestin-1 -3%, HIV fusion peptide -1.0%, GPR55 beta-arrestin -0.1%, GPR55 antagonists -2%, SIAH1 antagonists 5%, KOR beta-arrestin-2 -1.0%, AID2073 4%, GPR35 arrestin U2OS -7% and NOD1 NF-kB reporter -47%.
Screening COc1ccc(-c2ccc(=O)n(Cc3ccc([N+](=O)[O-])cc3)n2)cc1 returned KOR beta-arrestin-1 9%, HIV fusion peptide 0.7%, GPR55 beta-arrestin -0.3%, GPR55 antagonists 9%, SIAH1 antagonists -5%, KOR beta-arrestin-2 -4.9%, AID2073 6%, GPR35 arrestin U2OS -2% and NOD1 NF-kB reporter 6%.
Screening COc1ccc(CN2CCN(C(=O)c3cccs3)CC2)c(OC)c1OC returned KOR beta-arrestin-1 -15%, HIV fusion peptide -2.8%, GPR55 beta-arrestin 0.5%, GPR55 antagonists -4%, SIAH1 antagonists 1%, KOR beta-arrestin-2 10%, AID2073 -9%, GPR35 arrestin U2OS -3% and NOD1 NF-kB reporter 9%.
`COc1ccc(C(CNC(=O)c2ccc(C)c(S(=O)(=O)Nc3ccccc3OC)c2)N2CCCC2)cc1` (configuration not stated) gave KOR beta-arrestin-1 18%, HIV fusion peptide -0.9%, GPR55 beta-arrestin 0.0%, GPR55 antagonists 4%, SIAH1 antagonists -2%, KOR beta-arrestin-2 -3.1%, AID2073 6%, GPR35 arrestin U2OS 21% and NOD1 NF-kB reporter -5%.
Screening O=C(NN=C1CCCCCC1)NC1CCCCC1 returned KOR beta-arrestin-1 7%, HIV fusion peptide -0.7%, GPR55 beta-arrestin -0.2%, GPR55 antagonists 6%, SIAH1 antagonists -1%, KOR beta-arrestin-2 4.8%, AID2073 13%, GPR35 arrestin U2OS 17% and NOD1 NF-kB reporter 8%.
O=C(NCC1CCCO1)c1ccc(NC(=O)c2cccc([N+](=O)[O-])c2)cc1 (configuration not stated) was read as KOR beta-arrestin-1 -4%, HIV fusion peptide 0.4%, GPR55 beta-arrestin 0.4%, GPR55 antagonists 6%, SIAH1 antagonists 0%, KOR beta-arrestin-2 -0.6%, AID2073 0%, GPR35 arrestin U2OS -1% and NOD1 NF-kB reporter -21%.
CCOc1cc(/C=N/NC(=O)CCn2nc(C)cc2C)ccc1O was read as KOR beta-arrestin-1 -10%, HIV fusion peptide -0.7%, GPR55 beta-arrestin -0.1%, GPR55 antagonists -6%, SIAH1 antagonists -1%, KOR beta-arrestin-2 0.8%, AID2073 4%, GPR35 arrestin U2OS 7% and NOD1 NF-kB reporter -2%.
Nn1cnc2sc3c(c2c1=O)CCC3 was read as KOR beta-arrestin-1 6%, HIV fusion peptide 0.2%, GPR55 beta-arrestin 0.0%, GPR55 antagonists 3%, SIAH1 antagonists 24%, KOR beta-arrestin-2 -0.6%, AID2073 -7%, GPR35 arrestin U2OS 8% and NOD1 NF-kB reporter -10%.
Screening Cc1ccccc1-n1c(C)nnc1SCC(=O)N1CC(=O)Nc2ccccc21 returned KOR beta-arrestin-1 -10%, HIV fusion peptide -0.2%, GPR55 beta-arrestin 0.6%, GPR55 antagonists 9%, SIAH1 antagonists 0%, AID2073 -15%, GPR35 arrestin U2OS 8% and NOD1 NF-kB reporter -32%.
`COCCCN(C)C1CCN(C(=O)Nc2ccc(F)cc2)CC1` gave KOR beta-arrestin-1 5%, HIV fusion peptide 0.2%, GPR55 beta-arrestin 0.7%, GPR55 antagonists 2%, SIAH1 antagonists 2%, KOR beta-arrestin-2 -3.8%, AID2073 6%, GPR35 arrestin U2OS -14% and NOD1 NF-kB reporter -10%.
Screening CN(c1ccc(OCC(=O)OCC(=O)Nc2cccc([N+](=O)[O-])c2)cc1)S(=O)(=O)c1ccc(F)cc1 returned KOR beta-arrestin-1 0%, HIV fusion peptide 2.2%, GPR55 beta-arrestin 0.1%, GPR55 antagonists 6%, SIAH1 antagonists -8%, KOR beta-arrestin-2 0.8%, AID2073 5%, GPR35 arrestin U2OS 4% and NOD1 NF-kB reporter -36%.
Cc1ccnc(NC(=O)CCC(=O)N(CC(=O)NCc2ccc(F)cc2)c2ccc(F)cc2)c1 was read as KOR beta-arrestin-1 22%, HIV fusion peptide -1.3%, GPR55 beta-arrestin -0.2%, GPR55 antagonists 10%, SIAH1 antagonists 10%, KOR beta-arrestin-2 -3.9%, AID2073 1%, GPR35 arrestin U2OS 0% and NOD1 NF-kB reporter -6%.
For COc1cc(C(=O)NCC(=O)N/N=C/c2cccs2)cc(OC)c1OC the results were KOR beta-arrestin-1 29%, HIV fusion peptide 2.1%, GPR55 beta-arrestin 0.9%, GPR55 antagonists 7%, SIAH1 antagonists 5%, KOR beta-arrestin-2 0.4%, AID2073 5%, GPR35 arrestin U2OS -10% and NOD1 NF-kB reporter -14%.
CCOc1ccc(-c2nnn(CC(=O)Nc3ccccc3OC)n2)cc1OCC was read as KOR beta-arrestin-1 5%, HIV fusion peptide 0.1%, GPR55 beta-arrestin -0.2%, GPR55 antagonists 12%, SIAH1 antagonists 2%, KOR beta-arrestin-2 -0.9%, AID2073 7%, GPR35 arrestin U2OS -15% and NOD1 NF-kB reporter -14%.
COc1cccc(CN2CCNC(=O)C2CC(=O)NC2CCCCCCC2)c1 (configuration not stated) was read as KOR beta-arrestin-1 -22%, HIV fusion peptide 0.7%, GPR55 beta-arrestin 0.2%, GPR55 antagonists -32%, SIAH1 antagonists -5%, KOR beta-arrestin-2 0.5%, AID2073 -3%, GPR35 arrestin U2OS -30% and NOD1 NF-kB reporter -12%.
COC(=O)C(O)(CC(=O)Nc1cc(OC)c(OC)c(OC)c1)C(F)(F)F (configuration not stated) was read as KOR beta-arrestin-1 -44%, HIV fusion peptide 1.7%, GPR55 beta-arrestin 0.3%, GPR55 antagonists 9%, SIAH1 antagonists -5%, KOR beta-arrestin-2 4.8%, AID2073 1%, GPR35 arrestin U2OS -7% and NOD1 NF-kB reporter -28%.
For C/C=C/C=N/Nc1nc(-c2ccc([N+](=O)[O-])cc2)cs1 the results were KOR beta-arrestin-1 15%, HIV fusion peptide -3.9%, GPR55 beta-arrestin -0.3%, GPR55 antagonists 5%, SIAH1 antagonists 1%, KOR beta-arrestin-2 2.5%, AID2073 -8%, GPR35 arrestin U2OS 0% and NOD1 NF-kB reporter -19%.

Source: PubChem (Sanford-Burnham Center for Chemical Genomics)

Only part of the results is shown (hit frequency here may not be typical).
